Screening results as filed in PubChem.
EPAC1 ag – agonists of human EPAC1; EPAC1 agonist qHTS, biochemical assay; response scale: 100% = response to 6.5 mM cAMP; 360,000 tested, 0.073% active; Potency, µM (highest dose often 154 µM), for the others: at the top dose activation, usual class: activators; AID 720707; O95398; note: potency is the fitted concentration of half-maximal effect; nearly all actives have a fitted effect of over 60% in size
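Multi-concentration qHTS readout: loss of Rap1B-bound BODIPY-GDP fluorescence driven by 100 nM EPAC1 with excess GDP (50 uM), monitored kinetically at room temperature; agonist response expressed relative to 6.5 mM cAMP.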
EPAC1 antag – blocks human EPAC1 exchange factor | Potency, µM (titrated, usually from 115 µM), inactives show at the top dose activity change, negative = inhibition, actives largely listed as inhibitors | 360,000 tested, 0.14% active | O95398 | AID 720709 | EPAC1 GEF assay, Rap1b-BODIPY-GDP exchange fluorescence;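 note: potency is the fitted concentration of half-maximal effect; plate controls were vehicle for no effect and positive control for full effect; nearly all actives have a fitted effect of over 50% in size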
PI5P4Ka inh – blocks human PI5P4K alpha kinase activity; P48426; PI5P4Kalpha enzyme, ADP-Glo luminescence, 60 min; hits give low values; max response, %; 330,000 tested, 1.2% active; active = max response of -50% or lower; inconclusive = between -30% and -50%; inactive = -30% or higher; note: value at the top dose of about 77 µM; % is set by controls: 0 for no effect and ±100 for the full control effect
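qHTS, 1536-well: enzyme/substrate mix, compound by pin tool, 5 microM ATP final; RT 60 min; ADP-Glo reagents 1 (45 min) then 2 (30 min); luminescence.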
WRN helicase inh – blocks human WRN helicase | Q14191 | WRN helicase unwinding, fluorescent forked duplex, kinetic | Potency, µM (top dose mostly 114 µM), for inactives: at the top dose activity change, negative = inhibition, most hits filed as inhibitors | 360,000 tested, 0.46% active | AID 651768; note: potency is the fitted concentration of half-maximal effect; % is set by controls: 0 for no effect and ±100 for the full control effect; nearly all actives have a fitted effect of over 55% in size
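Kinetic fluorescence helicase assay: unwinding of a quenched forked DNA duplex (100 nM final) with 2 mM ATP final raises red fluorescence (525/598 nm). Compounds sat 15 min at room temperature with 20 nM WRN beforehand.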
PLK1 PBD inh – PLK1 (human) polo-box domain binding inhibition. Potency, µM, for inactives: max response, negative = inhibition, hits mostly inhibitors. P53350. AID 720504. 360,000 tested, 2.8% active. Plk1 PBD binding of FITC phosphopeptide, fluorescence polarization; note: potency is the fitted concentration of half-maximal effect; series mostly up to about 57 µM; % is set by controls: 0 for no effect and ±100 for the full control effect; nearly all actives have a fitted effect of over 65% in size
CCT chaperon mod – modulators of cytosolic chaperonin (CCT/TRiC) activity; activity change, % (test concentration not listed), hits read low; purified chaperonin ATPase assay, HTRF ADP detection, 30 min; 360,000 tested, 0.3% active; AID 651819; in the data active = activity change below about -30%; note: % is set by controls: 0 for no effect and ±100 for the full control effect
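First, chaperonin was dispensed at 40 nM or 20 nM final depending on batch activity. Next, compounds were pinned at 76 uM and ATP added at 10 uM. After 30 min at 37 °C, ADP detection reagents ran 30 min at ambient temperature.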
EPAC2 agonist – agonists of human EPAC2 (RAPGEF4); AID 720711; 360,000 tested, 0.079% active; EPAC2 activation, biochemical qHTS; response scale: 100% = 6.5 mM cAMP response; Q8WZA2; Potency, µM (doses to about 154 µM), inactives show at the highest dose activation, hits mostly activators; note: potency is the fitted concentration of half-maximal effect; nearly all actives have a fitted effect of over 50% in size
Target sequence (Q8WZA2 whole entry, looked up): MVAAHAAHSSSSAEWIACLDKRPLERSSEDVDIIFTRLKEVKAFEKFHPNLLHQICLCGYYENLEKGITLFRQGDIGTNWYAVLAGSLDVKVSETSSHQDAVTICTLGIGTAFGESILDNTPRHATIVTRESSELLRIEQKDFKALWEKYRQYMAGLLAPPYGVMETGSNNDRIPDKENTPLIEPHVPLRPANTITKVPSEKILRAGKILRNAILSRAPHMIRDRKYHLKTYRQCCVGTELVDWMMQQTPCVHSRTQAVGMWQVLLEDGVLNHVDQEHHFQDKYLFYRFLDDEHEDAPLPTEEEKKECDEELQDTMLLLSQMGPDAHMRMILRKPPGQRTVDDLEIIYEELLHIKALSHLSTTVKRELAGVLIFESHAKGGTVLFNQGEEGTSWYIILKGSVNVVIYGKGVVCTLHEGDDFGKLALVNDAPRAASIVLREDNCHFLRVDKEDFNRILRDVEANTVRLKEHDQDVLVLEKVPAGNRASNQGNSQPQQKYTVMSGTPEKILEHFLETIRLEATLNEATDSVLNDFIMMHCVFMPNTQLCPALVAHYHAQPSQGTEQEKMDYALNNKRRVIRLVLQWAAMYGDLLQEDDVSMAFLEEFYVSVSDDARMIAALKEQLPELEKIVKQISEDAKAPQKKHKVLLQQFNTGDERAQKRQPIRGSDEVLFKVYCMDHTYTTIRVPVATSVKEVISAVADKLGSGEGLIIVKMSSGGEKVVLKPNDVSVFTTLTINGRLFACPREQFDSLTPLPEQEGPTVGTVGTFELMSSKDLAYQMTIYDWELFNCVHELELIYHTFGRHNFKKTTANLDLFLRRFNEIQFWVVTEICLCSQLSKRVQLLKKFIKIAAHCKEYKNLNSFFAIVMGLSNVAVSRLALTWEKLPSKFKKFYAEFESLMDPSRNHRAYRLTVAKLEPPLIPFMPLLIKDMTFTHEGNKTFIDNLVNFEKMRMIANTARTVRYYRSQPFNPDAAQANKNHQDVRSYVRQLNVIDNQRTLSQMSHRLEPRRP
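Setup: EPAC2 100 nM, labeled Rap1B complex 250 nM, free GDP 50 uM. Compound titrations pinned in, brief spin, 5 min room temperature incubation. Kinetic fluorescence read over 30 min, normalized to 6.5 mM cAMP.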
IL-2 act – activators of IL-2; IL-2 activation reporter assay, cell-based qHTS; stimulated with anti-CD3/CD4/CD28 beads; in transgenic mouse T cells; activation, % (series mostly up to about 46 µM); 360,000 tested, 0.065% active; AID 652025; in the data active = activation above about 50%; inconclusive = mostly about 30% to 49%; note: 0% is about no effect
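Unstimulated transgenic mouse T cells, 750 per well, received compound and, after 60 minutes, anti-CD3/anti-CD4 bead plus anti-CD28 stimulation. EGFP and DsRed were quantified after 18 hours.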
* marks the source's active call; other numbers are inactive results; ? = inconclusive; / = not tested or not shown; [ ] = dose if it differs, or a comment. Unless noted, calls come from the whole dose curve; as a rule, active = well fitted curve in the direction sought with a large enough effect; inconclusive = small, poorly fitted or top-dose-only effect, or another doubt; inactive = no such curve, though single readings can be large; an effect the other way counts as inactive or inconclusive. The list is partial. The share of hits here may be higher or lower than overall.

Every second line gives: EPAC1 ag	EPAC1 antag	PI5P4Ka inh	WRN helicase inh	PLK1 PBD inh	CCT chaperon mod	EPAC2 agonist	IL-2 act
> O=C(Cn1cc(C(F)(F)F)ccc1=O)NC1CCCC1
    13.1%	-5.5%	-9.5	-2.8%	0.6%	1.4	-1.6%	0.3
> O=C(NC1(C(F)(F)F)C(=O)Nc2c1c(=O)[nH]c(=O)n2Cc1ccccc1)c1ccco1 (configuration not stated)
    -1.7%	-1.0%	0.2	4.2%	-5.4%	-0.9	3.7%	-1.4
> CC1=C(C(=O)NC(C)CCc2ccccc2)C2(CCC(C)CC2)OC1=O (configuration not stated)
    -16.4%	-15.2%	9.3	-5.7%	-1.6%	-1.7	4.0%	-1.1
> Cc1nc2c(ccc3nc(NC(=O)Cc4cccc5ccccc45)sc32)s1
    2.9%	-11.2%	1.2	4.8%	-4.5%	0.2	10.0%	-3.9
> O=C(CCCN1C(=O)/C(=C/c2ccccc2Cl)SC1=S)N1CCOCC1
    4.7%	8.3%	12.6	-9.1%	-16.5%	-3.5	15.2%	0.6
> CCC1=C2CC[C@H]3C(=O)N(c4ccccc4)C(=O)[C@H]3[C@H]2[C@@]2(C)C(=NCc3ccccc3)OC(=O)N2C1=O
    -11.3%	-6.0%	-4.8	7.6%	-8.1%	-2.1	12.7%	0.4
> O=C(NCc1ccccn1)c1ccc(OC2CCN(Cc3ccccc3O)CC2)cc1
    8.2%	0.8%	-6.4	-9.1%	5.3%	0.8	4.7%	-3.1
> COC(=O)c1cc(OC)c(OC)cc1NC(=S)N1CCN(C)CC1
    7.7%	2.0%	/	-6.8%	-10.2%	-1.7	11.4%	-2.1
> CC1CCN(C(=S)NC(=O)c2ccc(C(C)(C)C)cc2)CC1
    -8.3%	-3.9%	-0.7	5.1%	-1.1%	0.8	6.1%	-2.0
> Cc1cc2c3nonc3ccc2n1C
    -0.3%	3.2%	0.9	-45.6%[57.1 µM]	-12.9%	-11.5	-6.9%	2.0
> CC(C)Cc1cc(C(=O)N2CCCC(CO)(Cc3ccc(F)cc3)C2)no1 (configuration not stated)
    -12.5%	-6.5%	6.4	-7.9%	-7.5%	-0.2	-3.1%	-2.8
> O=C(Nc1ccc2nc(-c3ccco3)[nH]c2c1)c1ccco1
    -8.3%	0.0%	-6.6	-16.3%	-3.5%	-6.0	-5.1%	-1.5
> Cc1ccc(NC(=O)c2cncc(Br)c2)c(O)c1
    -1.1%	-5.7%	-5.2	8.2%	-6.8%	-1.5	14.5%	-3.0
> CCOC(=O)CC(=O)Nc1ccc(C(=O)OCC)cc1
    7.1%	4.7%	-2.9	5.9%	-2.1%	-0.9	1.1%	-0.6
> CC(C)(C)c1nnc2sc(SCC(=O)c3cccs3)nn2c1=O
    -8.1%	8.3%	-17.0	-3.5%	-21.0%	-4.4	-7.5%	-3.2
> O=[n+]1cc(-c2ccccc2)n([O-])c2c1CCCCC2
    12.5%	7.0%	2.3	-5.5%	-4.0%	-0.4	0.4%	-0.5
> CCOC(=O)C(C(=O)Nc1ccc(C)cc1)C1CCCCC1 (configuration not stated)
    5.3%	4.6%	3.0	-16.2%[57.1 µM]	-3.9%	0.7	-11.8%	-1.3
> c1ccc(CCNCCOc2ccccc2)cc1
    -0.8%	6.8%	4.9	1.5%	-2.1%	-6.7	1.8%	-0.1
> CN(C(=O)CSc1nnc2n1CCCCC2)C1(C#N)CCCCC1
    -6.0%	-6.3%	-1.0	16.9%	0.2%	0.2	-0.1%	0.2
> O=C(COC(=O)COc1ccccc1)Nc1ncc([N+](=O)[O-])s1
    -1.8%	-27.3%	-53.1*	?	16.8µM*	-0.5	2.9%	-0.6

Part of the list above, comma-delimited:
Compound,EPAC1 ag,EPAC1 antag,PI5P4Ka inh,WRN helicase inh,PLK1 PBD inh,CCT chaperon mod,EPAC2 agonist,IL-2 act
CCOC(=O)C(C(=O)Nc1ccc(C)cc1)C1CCCCC1 (configuration not stated),5.3%,4.6%,3.0,-16.2%[57.1 µM],-3.9%,0.7,-11.8%,-1.3
c1ccc(CCNCCOc2ccccc2)cc1,-0.8%,6.8%,4.9,1.5%,-2.1%,-6.7,1.8%,-0.1

(further entries)
Every second line gives: EPAC1 ag	EPAC1 antag	PI5P4Ka inh	WRN helicase inh	PLK1 PBD inh	CCT chaperon mod	EPAC2 agonist	IL-2 act
> Cc1ccc(N/C=C(\C2OC(=O)c3ccccc32)[N+](=O)[O-])c(C)c1 (configuration not stated)
    13.6%	-0.8%	12.9	-3.1%[57.1 µM]	?	-0.4	6.8%	0.1
> CCCCN(CC)C(=O)c1ccccc1Oc1ccccc1
    -4.5%	?	0.8	2.6%	-12.0%	-3.5	10.1%	-2.0
> Cc1ccc(NC(=O)CSc2nnc(CNC(=O)c3ccco3)n2C)c(C)c1
    -3.5%	9.1%	0.8	-6.9%	-9.2%	1.8	-0.1%	5.1
> CCCCn1c(N)c(N(CCOC)C(=O)c2cc(=O)[nH]c3ccccc23)c(=O)[nH]c1=O
    -11.2%	8.9%	-4.2	1.8%	1.7%	1.3	0.0%	-0.6
> Cc1ccc(NC(=O)N2CCC(C(=O)NCC(C)C)CC2)cc1
    2.9%	7.8%	/	-0.5%	-1.6%	0.8	0.5%	0.0
> CNc1nc(Cl)nc2ncn(C)c12
    4.8%	-11.5%	-8.7	-32.9%	-7.3%	-2.0	9.3%	0.3
> CCN(CC)S(=O)(=O)c1ccc(C(=O)Nc2ccc(Cc3ccncc3)cc2)cc1
    2.2%	-14.2%	-2.9	-10.1%	-17.8%	-5.4	7.0%	-3.3
> CC1(C)CC(=O)C=C(Nc2cccc(Cl)c2Cl)C1
    8.0%	-9.1%	0.5	-3.3%	0.0%	-0.9	8.1%	-0.6
> CCCSc1nnc(Cn2c(=O)sc3ccccc32)n1-c1ccccc1
    5.4%	-16.8%	-1.2	1.2%	-9.4%	-1.4	5.0%	-1.9
> NC(=O)CCN1CCN(CCOC2Cc3cc(Cl)ccc3Sc3ccccc32)CC1 (configuration not stated)
    -18.8%	-14.9%	8.9	0.2%	-0.1%	-2.8	0.3%	-1.1
> O=S1(=O)N=C2CCCCCN2C(c2ccc(Br)cc2)N1 (configuration not stated)
    -0.7%	-8.3%	1.4	2.6%	-10.5%	-13.6	5.8%	-0.3
> O=C(Cc1ccccc1)Nc1ccc2oc(-c3ccncc3)nc2c1
    -6.2%	2.6%	-22.9	-31.3%	-8.0%	-1.9	17.4%	0.3
> Cc1ccc(C)c(OC2=NS(=O)(=O)c3ccccc32)c1
    12.1%	-4.7%	-4.0	-13.8%	11.9µM*	-0.3	8.8%	-0.1
> O=C(O)c1ccc(COc2ccccc2/C=C2\NC(=O)N(Cc3ccccc3F)C2=O)cc1
    -2.9%	-29.4%	-25.1	-31.5%	26.7µM*	0.3	7.4%	-0.7
> CC(=O)OCC1OC(n2ncc(=O)n(Cc3ccccc3)c2=O)C(OC(C)=O)C1OC(C)=O (configuration not stated)
    12.0%	-7.9%	1.9	-32.1%	-1.4%	-0.8	18.8%	-0.9
> COc1cc(CN2CCCC(CO)(Cc3cccc(Cl)c3)C2)cc(OC)c1O (configuration not stated)
    -13.5%	15.5%	-0.7	4.9%	-23.2%	-0.4	-9.6%	0.4
> O=C1NC[C@H](CCCCN2C[C@H](Cc3ccc(O)cc3)N(Cc3ccccc3)C(=O)C2=O)N(Cc2ccccc2)C1=O
    -5.0%	3.6%	-9.6	4.3%	-21.5%	0.7	-2.8%	1.0
> Cc1ccc(OCC(O)Cn2c(N3CCCCC3)nc3c2c(=O)[nH]c(=O)n3C)cc1 (configuration not stated)
    -6.9%	-2.8%	1.7	8.4%	-0.8%	0.5	1.5%	-0.3
> O=C1CCCC2=C1C(c1ccc(O)c(Br)c1)C1=C(CCCC1=O)N2c1ccccc1
    -1.8%	-20.0%	-15.0	1.6%	3.4%	-6.8	4.6%	-0.8
> COc1cc(C(=O)OC(C)c2ccc(F)cc2)ccc1OCC(=O)N1CCOCC1 (configuration not stated)
    7.5%	-1.3%	0.5	-3.9%	-3.1%	1.7	0.3%	-0.2
> Cc1cc(C)n2nc(CNS(=O)(=O)c3c(F)c(F)c(F)c(F)c3F)nc2n1
    4.0%	-1.8%	3.9	-7.7%	?	2.5	12.2%	1.7
> COC(=O)CCC1(C(N)=O)CCC(=O)c2ccccc21 (configuration not stated)
    -7.1%	11.2%	-2.2	3.5%	-21.8%	-1.8	1.1%	-0.2
> CC(C)C[C@@H](CNCC(=O)[C@H](CC(=O)O)NC(=O)c1[nH]cnc1C(=O)N[C@H](CN)CC(C)C)NC(=O)c1nc[nH]c1C(=O)N[C@@H](C)C(=O)O
    -19.7%	5.0%	-6.6	-4.8%[11.6 µM]	-2.7%	-1.3	-5.1%	-0.2
> CC(NC(=S)NC1CCCCC1)C(c1ccccc1)N1CCOCC1 (configuration not stated)
    7.8%	-5.8%	0.6	11.7%	-16.8%	-0.3	13.0%	-0.7
> Cn1nc(C(C)(C)C)c(NC(=O)c2ccc(F)cc2)c1C(C)(C)C
    -1.0%	-1.9%	7.8	-13.4%	4.0%	-3.1	8.2%	2.0
> Cc1cccc(-c2nc(CS(=O)CC(=O)N3CCc4ccccc4C3)c(C)o2)c1 (configuration not stated)
    4.0%	-11.9%	3.8	2.0%	?	-0.7	5.5%	-2.1
> Cc1ccc2oc(=O)c3cnn(CC(=O)NC4CCCCC4C)c3c2c1 (configuration not stated)
    -19.7%	-20.8%	-1.4	-6.3%	-13.6%	-1.8	-2.3%	-1.1
> Cc1c(CN2CCN(c3cccc(C(F)(F)F)c3)CC2)c(=O)n(-c2ccccc2)n1C
    -1.4%	-16.6%	-1.3	-10.4%	-14.6%	-0.1	0.2%	-1.2
> O=C(/C=C/c1cccc(OCc2ccccc2)c1)c1cccnc1
    -0.5%	-5.2%	5.5	-17.6%	-19.1%	-0.3	6.1%	-1.5
> CS(=O)(=O)Nc1ccc2c(c1)OCC(=O)N2Cc1ccccc1
    0.1%	12.0%	-4.0	2.3%	-7.2%	0.1	11.6%	1.4
> CCc1nnc(NC(=O)CCC(=O)N2CCN(c3ccccn3)CC2)s1
    -2.0%	0.5%	-10.1	-0.5%	-2.8%	-2.8	-1.2%	0.1
> O=C(NCc1ccc2c(c1)OCO2)C1CCN(S(=O)(=O)c2cccc3nsnc23)CC1
    9.4%	-4.8%	0.7	-8.5%	-2.7%	-2.2	4.1%	1.3
